Screens: PubChem, National Center for Advancing Translational Sciences (NCATS)
Akt phos inh: blocks phosphorylation of Akt. Neuro2A IGF-stimulated pAkt S473 HTRF, 20 min; hits give low values. activity change, % for hits at 50 µM. hit rate 0.32% among 360,000; in the data active = activity change below about -80%; inconclusive = mostly about -51% to -80%; note: % is set by controls: 0 for no effect and ±100 for the full control effect
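Single-point screen (50 µM final compound) in Neuro2A cells stimulated 20 min with 6 nM IGF at 37 deg C. After lysis, Ser473-phosphorylated Akt read by HTRF (ex 330 nm, em 615/665 nm) as the 665/615 ratio.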
Mm-Cpn inhibitor: blocks the Methanococcus maripaludis chaperonin Mm-Cpn; purified Mm-Cpn ATPase, ADP Transcreener TR-FRET; Potency, µM (top dose mostly 76.9 µM), without a hit: top-dose activity, negative = inhibition, most hits filed as inhibitors; hit rate 0.031% among 330,000; note: potency is the fitted concentration of half-maximal effect; % is set by controls: 0 for no effect and ±100 for the full control effect; nearly all actives have a fitted effect of over 80% in size
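25 nM Mm-CPN + cpd, 10 min 37°C; + 10 uM ATP, 30 min 37°C; buffer 30 mM Tris pH 7.4, 100 mM KCl, 5 mM MgCl2, 1 mM DTT; Transcreener ADP HTRF detection 30 min RT.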
Nrf2 inh: blocks Nrf2 signaling | hit rate 2.1% among 360,000 | Potency, µM (series often up to 46 µM), inactives show at the top dose activity change, negative = inhibition, hits mostly inhibitors | A549 ARE-Fluc reporter, luciferase luminescence, 18-24 h; note: potency is the fitted concentration of half-maximal effect; % is set by controls: 0 for no effect and ±100 for the full control effect; nearly all actives have a fitted effect of over 60% in size
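Reporter: ARE-Fluc in A549. Exposure: 18-24 h, 37 °C, 5% CO2, 5% FBS OPTI-MEM. Readouts: fluorescent cytotoxicity (CellTiter-Fluor), then luminescent Nrf2 signal after BugLite.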
CCT chaperon mod: modulators of cytosolic chaperonin (CCT/TRiC) activity; purified chaperonin ATPase assay, HTRF ADP detection, 30 min; activity change, % (concentration not given with the values), hits read low; hit rate 0.3% among 360,000; in the data active = activity change below about -30%; note: % is set by controls: 0 for no effect and ±100 for the full control effect
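TRiC (40 or 20 nM final, by batch activity) in 30 mM Tris pH 7.4, 100 mM KCl, 5 mM MgCl2, 1 mM DTT was treated with compound at 76 uM single dose, then 10 uM ATP, 30 min at 37 °C. ADP was read by HTRF Transcreener.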
TGFb inhibitor: TGF-b pathway inhibition; hit rate 1.2% among 410,000; HepG2 CAGA-GFP TGF-b/SMAD3 reporter, GFP fluorescence, 18 h; TGF-beta stimulated, 500 pg/mL final; AID 588855; Potency, µM (series often up to 46.1 µM), for the others: top-dose activity, negative = inhibition, actives largely listed as inhibitors; note: potency is the fitted concentration of half-maximal effect; % is set by controls: 0 for no effect and ±100 for the full control effect; nearly all actives have a fitted effect of over 65% in size
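Cell-based qHTS in HEPG2 carrying a CAGA-GFP Smad reporter; compounds added before 500 pg/mL final TGF-beta, 18 h incubation at 37 degrees C, GFP fluorescence quantified per cell by imaging cytometry.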
A549 tox: A549 cytotoxicity, counter-screen for Nrf2 inhibitors; A549 ARE-Fluc cells, CellTiter-Fluor viability, 18-24 h; Potency, µM (titrated, usually from 46 µM), without a hit: at the top dose activity change, negative = cytotoxicity, usual class: inhibitors; hit rate 0.16% among 390,000; AID 504648; note: potency is the fitted concentration of half-maximal effect; % is set by controls: 0 for no effect and ±100 for the full control effect
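A549 ARE-Fluc cells in 5% FBS OPTI-MEM, 5000 cells/well, rested 2 h then exposed to compounds in concentration-response for 18-24 h at 37 °C. Viability by CellTiter-Fluor fluorescence (Ex 405/Em 525) after 30 min; luciferase luminescence (BugLite, 15 min, RT) read afterwards.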
EPAC2 agonist: EPAC2 (human) agonism. hit rate 0.079% among 360,000. EPAC2 activation, biochemical qHTS; response scale: 100% = 6.5 mM cAMP response. Q8WZA2. Potency, µM (doses to about 154 µM), without a hit: at the highest dose activation, most hits filed as activators; note: potency is the fitted concentration of half-maximal effect; nearly all actives have a fitted effect of over 50% in size
Target sequence (Q8WZA2 whole entry, looked up): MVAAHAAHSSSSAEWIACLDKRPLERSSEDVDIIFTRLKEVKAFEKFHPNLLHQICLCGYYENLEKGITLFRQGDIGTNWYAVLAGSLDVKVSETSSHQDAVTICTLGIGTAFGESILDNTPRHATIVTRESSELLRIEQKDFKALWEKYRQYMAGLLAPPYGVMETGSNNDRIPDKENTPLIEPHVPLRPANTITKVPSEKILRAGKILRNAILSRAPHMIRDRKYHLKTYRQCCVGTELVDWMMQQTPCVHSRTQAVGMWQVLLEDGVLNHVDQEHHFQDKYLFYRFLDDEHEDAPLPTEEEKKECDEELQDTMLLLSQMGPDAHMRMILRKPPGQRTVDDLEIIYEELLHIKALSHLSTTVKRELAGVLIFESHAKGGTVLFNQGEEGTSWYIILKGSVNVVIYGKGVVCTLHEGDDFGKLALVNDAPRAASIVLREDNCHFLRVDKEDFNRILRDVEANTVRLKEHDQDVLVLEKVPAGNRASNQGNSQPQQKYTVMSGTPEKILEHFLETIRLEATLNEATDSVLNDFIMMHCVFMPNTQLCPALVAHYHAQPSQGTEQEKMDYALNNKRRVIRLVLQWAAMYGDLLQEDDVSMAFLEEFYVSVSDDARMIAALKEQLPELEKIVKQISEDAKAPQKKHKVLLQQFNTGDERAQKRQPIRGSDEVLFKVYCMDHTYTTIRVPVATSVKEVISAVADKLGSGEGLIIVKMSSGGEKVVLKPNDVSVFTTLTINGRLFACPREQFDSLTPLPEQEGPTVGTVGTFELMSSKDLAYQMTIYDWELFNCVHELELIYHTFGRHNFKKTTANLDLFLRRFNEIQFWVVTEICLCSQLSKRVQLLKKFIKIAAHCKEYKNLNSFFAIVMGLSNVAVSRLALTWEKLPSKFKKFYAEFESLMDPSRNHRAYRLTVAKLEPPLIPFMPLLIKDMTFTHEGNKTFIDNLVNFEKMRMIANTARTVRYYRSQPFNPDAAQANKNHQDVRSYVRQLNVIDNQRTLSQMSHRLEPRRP
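Compounds were added across a concentration range to EPAC2 (100 nM), RAP1B-BODIPY-GDP (250 nM) and GDP (50 uM). After 5 min at room temperature, fluorescence was recorded at 5-min intervals for 30 min.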
EPAC2 antagonist: antagonists of human EPAC2; AID 720708; Potency, µM (series often up to 114 µM), inactives show at the highest dose activity, negative = inhibition, hits mostly inhibitors; hit rate 0.18% among 360,000; EPAC2 GEF exchange of Rap1B-BODIPY-GDP, fluorescence; note: potency is the fitted concentration of half-maximal effect; % is set by controls: 0 for no effect and ±100 for the full control effect; nearly all actives have a fitted effect of over 45% in size; many of its hits are not listed in these tables
Nrf2 activator: Nrf2 pathway activation; AREc32 ARE-luciferase reporter (MCF7-derived line), luminescence, 24 h; Potency, µM (top dose mostly 46.1 µM), for inactives: top-dose activation, hits mostly activators; hit rate 0.31% among 410,000; AID 624171; note: potency is the fitted concentration of half-maximal effect; % of control where 0% means no effect; nearly all actives have a fitted effect of over 65% in size
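AREc32 cells carrying an ARE-driven firefly luciferase reporter were seeded at 1000 cells/well in OPTI-MEM with 5% FBS, then exposed to compound for 24 hr at 37 deg C. Luminescence was read with Steady-Glo after 30 min at RT.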
Numbers without * were called inactive; i = inactive; ? = inconclusive; . = no result given; & = joins results of further samples; [ ] = remark or other dose. Unless noted, calls come from the whole dose curve; as a rule, active = well fitted curve in the direction sought with a large enough effect; inconclusive = small, poorly fitted or top-dose-only effect, or another doubt; inactive = no such curve, though single readings can be large; an effect the other way counts as inactive or inconclusive. Some of the compounds tested, so the mix of outcomes need not match the whole.

Order of results: Akt phos inh, Mm-Cpn inhibitor, Nrf2 inh, CCT chaperon mod, TGFb inhibitor, A549 tox, EPAC2 agonist, EPAC2 antagonist, Nrf2 activator
CC1CCCC(C)N1C(=O)/C=C/c1ccc(S(=O)(=O)N2CCOCC2)cc1 (stereo not given)
    i, -10%, -25%, 0.9, 3%, -2%, 2%, 5%, -0.4%
CC1=C/C(=N\S(=O)(=O)c2ccccc2)C(C(C)C)=CC1=O
    i, -4%, -3%, -1.3, -21%, 0%, 9%, 3%, 2.3%
CC(=O)NC(Cc1ccccc1)C(=O)N1CCN(C(=O)c2cccs2)CC1 (stereo not given)
    i, -1%, ., -1.2, -2%, 9%, 3%, -3%, 0.1%
O=c1cc(CO)occ1OCc1c(F)cccc1Cl
    i, 2%, 1%, -0.9, 2%, 3%, 8%, 7%, 0.1%
NS(=O)(=O)c1cccc(C(=O)N2CCCc3ccccc32)c1
    i, ., ., 1.6, 2%, ., 5%, 1%, -1.0%
CC1=C(C(=O)N(C)C)CC(CC(=O)NCCN2CCOCC2)C(=O)N1CCCN1CCCC1=O (stereo not given)
    i, ., ., -0.7, -2%, ., 3%, 12%, 0.2%
COc1ccc(C(=O)Nc2ccc3ncccc3c2)cc1
    i, 0%, ?, -1.7, -9%, 1%, 10%, -15%, -2.1%
CCc1ccc(NC(=O)COC(=O)CCc2nc3cc(S(=O)(=O)N(CC)CC)ccc3n2C)cc1
    i, -3%, 6%, -0.3, -19%, -3%, -12%, -9%, 0.3%
CC1(c2nnc(-c3ccc(Cl)cc3)o2)CC(c2cccc(Cl)c2)=NO1 (stereo not given)
    i, 1%, 2%, 0.3, -12%, 4%, 20%, 3%, -0.6%
COc1ccc(N2CCN(C(=O)c3cc(N4C(=O)C5C6CCC(C6)C5C4=O)ccc3Cl)CC2)cc1 (stereo not given)
    i, 3%, -18%, -1.4, 3%, 2%, -3%, 2%, 0.4%
C=CCc1cccc2cc(C(=O)OCC)c(=O)oc12
    i, 0%, ?, -2.2, 4%, 9%, -11%, -6%, 0.5%
O=C(Nc1ccccc1F)C1CCN(C(=O)NCc2ccccc2)CC1
    i, -1%, 4%, -1.4, -2%, 2%, -1%, -9%, 5.9%
CC(=O)NC(CC(=O)OCC(=O)N1CCc2ccccc21)c1ccccc1 (stereo not given)
    i, 1%, 1%, 0.6, -2%, 2%, 3%, -6%, -1.0%
COc1ccc(Cl)cc1N1C(=NC(=O)C2CCCO2)SC2CS(=O)(=O)CC21 (stereo not given)
    i, -2%, 7%, 0.9, -10%, -3%, -2%, 0%, -0.1%
CC(C(=O)NC1CCCC1)N1CCN(S(=O)(=O)c2ccccc2Cl)CC1 (stereo not given)
    i, -1%, -14%, 0.5, 7%, 2%, 2%, 9%, 2.5%
Cc1ccccc1N=Cc1cccc(O)c1O
    i, -1%, 18%, -0.1, 16µM*, 2%, -4%, 16%, 24%
CCCCOC(=O)c1ccc(NC(=O)c2cc(Cl)c(Cl)cc2C(=O)O)cc1
    i, 2%, 6%, 0.6, -11%, -2%, -6%, -20%, 3.8%
O=C(Nc1ccccc1C(=O)NCc1ccco1)c1ccccc1
    i, 1%, ?, 0.6, 2%, 14%, 0%, -4%, 4.7%
COc1ccc2c(c1)/C(=N/OC(=O)c1cccs1)CCC2
    i, -4%, 0%, 2.7, 0%, 3%, 15%, ?, 13%
COc1ccc(/C=N/NC(=O)CCN2CCN(c3ccccc3)CC2)c(OC)c1OC
    i, -2%, 5%, -1.7, 6%, -3%, 0%, 8%, 3.1%
CCOc1cc(C(c2c(C)[nH][nH]c2=O)c2c(C)[nH][nH]c2=O)ccc1OS(=O)(=O)c1ccc(C)cc1
    i, 4%, -9%, -2.4, -18%, 4%, 8%, -5%, 0.9%
Fc1ccc(OCCCCN2CCOCC2)cc1
    i, 0%, ?, -16, 11%, -8%, 1%, 11%, 0.2%
CC(=O)OC(COc1ccccc1)Cn1cnc2ccccc21 (stereo not given)
    i, 3%, 6%, -0.2, 12%, 2%, 3%, -8%, 0.4%
Cc1ccc(NS(=O)(=O)c2cc(C(=O)N3CCc4ccccc4C3)ccc2Cl)cc1
    i, -3%, -21%, 1.2, ?, 1%, 13%, 2%, 0.2%
Cc1ncc([N+](=O)[O-])n1CC(=O)Nc1ccc2c(c1)OCO2
    i, -1%, 15%, -12, -4%, 8%, 5%, 4%, -0.2%
CC(=O)C1(C)N(O)C(C)(C)C(c2cccs2)=[N+]1[O-] (stereo not given)
    i, 0%, -11%, 0.7, -5%, 0%, 7%, 2%, -0.6%
CN1CCN(Cc2nnc(-c3ccccc3)o2)CC1
    i, -1%, 5%, -3.8, 4%, 0%, 2%, 2%, 3.9%
OC(COCc1ccc2c(c1)OCO2)CN1CCN(Cc2ccccc2)CC1 (stereo not given)
    i, 0%, -12%, -1.3, -13%, -7%, 0%, 0%[57.1 µM], -0.1%
Cc1ccc(SCC(=O)OCC(=O)N(CC(C)C)C2CCS(=O)(=O)C2)cc1C (stereo not given)
    i, 0%, 2%, -3.8, 2%, -4%, 4%, 2%, 3.4%
COC(=O)c1ccc2c(c1)S(=O)(=O)NC2C (stereo not given)
    i, ., ., 0.3, ., ., 10%, 7%, -0.3%
CC1=C(C(=O)OCCOc2ccccc2)C(c2ccsc2)NC(=O)N1C (stereo not given)
    i, 1%, ?, -0.9, -12%, -1%, 10%, 0%, 0.2%
COc1ccc(C(c2nnnn2Cc2ccccc2)N2CCN(c3nc4ccccc4s3)CC2)cc1 (stereo not given)
    i, -2%, ., -1.3, 10%, 8%, 13%, -4%, 0.7%
COc1ccccc1CNC(=O)COC(=O)CNS(=O)(=O)c1ccc(C)cc1
    i, 1%, -1%, 2.2, 5%, -2%, 2%, 4%, -0.1%
Cn1ccnc1SCC(=O)c1ccc2ccccc2c1
    i, 1%, ?, -2.5, 26%, 3%, 11%, -8%, 0.3%
C[C@H](CO)N1C[C@H](C)[C@@H](CN(C)C(=O)Nc2ccc(C(F)(F)F)cc2)Oc2c(NC(=O)Nc3ccccc3)cccc2C1=O
    i, 1%, ?, -0.4, ?, -21%, -6%, -26%, 0.2%
CCc1nc2ccc(C(=O)N(C)CC(=O)Nc3ccccc3C(F)(F)F)cc2nc1CC
    i, 0%, -10%, -2.6, -2%, -5%, 5%, -2%, 0.4%
COc1ccccc1-c1c(C)nn2c(NCCN3CCCC3)cc(C)nc12
    i, -1%, -1%, -0.8, ?, -12%, 5%, 3%, -0.2%
Cn1c(=O)c2c(nc(C(O)c3ccccc3)n2C)n(C)c1=O (stereo not given)
    i, ., -4%, -1.3, 0%, 0%, 0%, 0%, 0.7%
O=S(=O)(NCCn1ccc2ccccc21)c1ccccc1
    i, 2%, -10%, -2.6, 6%, 1%, 6%, 10%, -1.4%
CCN(CC)CCCNC(=O)/C=C/C(=O)O
    i, 0%, -1%, -2.8, 13%, 1%, 19%, 18%, 0.4%
COc1ccccc1NS(=O)(=O)c1ccc(O)c(NC(=S)NCC2CCCO2)c1 (stereo not given)
    i, 3%, 4%, -1.1, 8%, 2%, -3%, -9%, -0.1%
CCN1C(=O)[C@H]2[C@@H](c3ccc(-c4ccc(OC)cc4)c(OC)c3)N[C@@](CC(C)C)(C(=O)OC)[C@H]2C1=O
    i, -2%, -9%, 0.6, -2%, -9%, 0%, ?, 1.4%
COc1ccc([N+](=O)[O-])cc1NC1CCN(C(=O)c2cccs2)CC1
    i, 1%, -20%, -0.9, -6%, -3%, 11%, -2%, 0.7%
Cc1ccc(-n2nnnc2SCC(=O)N2Cc3ccccc3CC2C(=O)O)cc1 (stereo not given)
    i, 1%, 8%, -1.9, 17%, 7%, 0%, 5%, -0.9%
O=C1CCCN1c1ccc(S(=O)(=O)N2CCC(c3ccccc3)CC2)cc1
    i, 0%, ?, -3.6, ?, -4%, -2%, 2%, -0.5%
CCOc1ccc(CCNC(=O)c2cccc(N3CCCC3=O)c2)cc1OCC
    i, -2%, 10%, -1.3, 2%, 9%, 4%, 0%, -0.7%
CC(C)COC(=O)N1CCCC(c2cc(C(=O)Nc3ccccc3Cl)no2)C1 (stereo not given)
    i, ., ., 0.2, -3%, ., 16%, -1%, 0.2%[9.22 µM]
CCCCN(C)C(=O)c1ccc2c(c1)S(=O)(=O)c1ccccc1C2=O
    i, 2%, -3%, -7.2, -20%, 9%, -3%, 3%, 6.9%
Cc1ccc(S(=O)(=O)NN2C(=O)/C(=C\c3ccc(Cl)cc3)SC2=S)cc1
    i, -1%, 5%, -0.2, -4%, -12%, -2%, -21%, 0.1%
Cc1cc(=O)oc2c3c(cc(OCC(=O)NCCC(=O)O)c12)OC(C)(C)CC3
    i, -11%, 0%, 4.5, -23%, 1%, -1%, 9%, -0.4%
Cc1ccc(-n2c(CCC(=O)O)ccc2-c2cccs2)cc1C
    i, 0%, 17%&-1%, 1.1, -23%&-17%, 6%&1%, 6%, 23%, 4.8%&4.8%
Cc1nc2ccc(C(=O)N3CCN(C(=O)c4ccco4)CC3)cn2c1N(C)C(=O)CCc1ccccc1
    i, ., ., 1.3, 0%, ., 2%, -4%, 1.7%

2 compounds drawn at random from those above, as already listed:
Order of results: Akt phos inh, Mm-Cpn inhibitor, Nrf2 inh, CCT chaperon mod, TGFb inhibitor, A549 tox, EPAC2 agonist, EPAC2 antagonist, Nrf2 activator
CC1=C(C(=O)OCCOc2ccccc2)C(c2ccsc2)NC(=O)N1C (stereo not given)
    i, 1%, ?, -0.9, -12%, -1%, 10%, 0%, 0.2%
CCN(CC)CCCNC(=O)/C=C/C(=O)O
    i, 0%, -1%, -2.8, 13%, 1%, 19%, 18%, 0.4%
